Screens deposited in PubChem by several laboratories.
human PMI inhibitors: human PMI inhibitors, high substrate, primary screen, biochemical, fluorescence intensity, high mannose 6-phosphate (AID 1220). recombinant PMI enzyme, coupled fluorescence intensity; higher % means a stronger effect. inhibition, % at 20 µM, or IC50 in µM where a hit was titrated. 190,000 tested, 0.66% active
XIAP displacement: XIAP antagonists, biochemical, IAP family, fluorescence polarization (AID 1018); XIAP BIR domain, fluorescence polarization peptide displacement; higher % means a stronger effect; one-dose displacement, % at 20 µM; IC50 in µM for titrated hits; 200,000 tested, 0.007% active; in the data active = displacement above about 50%; note: a part of the inactive calls stands beside numbers as strong as those of hits
PMI inhibitors: inhibitors of human PMI, primary screen, biochemical, fluorescence intensity, coupled assay (AID 1209) | purified PMI enzyme, coupled fluorescence intensity; higher % means a stronger effect | inhibition, % at 20 µM; hits with a dose series show IC50 in µM | 190,000 tested, 0.42% active;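 note: plate controls were DMSO vehicle for no effect and wells lacking substrate for full effect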
TNAP activation fold: stimulation of alkaline phosphatase TNAP activity – biochemical, luminescent, no phosphate acceptor, uHTS, primary screen (AID 1001) | 200,000 tested, 0.03% active | purified TNAP, luminescent activation assay, no phosphate acceptor; higher activation fold means a stronger effect | one-dose activation fold at 20 µM; EC50 in µM for titrated hits; in the data active = activation fold from about 3, or a potency from the dose series; inactive = the rest, 99 in 100 with activation fold below about 1.6; note: many of its hits are not listed in these tables
Myeloid diff 2: promotes myeloid progenitor differentiation; ER-HoxA9 myeloid progenitors, lysozyme-GFP differentiation, flow cytometry; calls only at 10 µM; 360,000 tested, 1% active;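 active = normalized GFP-positive differentiation at or above the plate's own cutoff, the solvent-only control mean plus 3 SD; inconclusive = no clear call, values can overlap the other calls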;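 note: cells exposed to compound for four days before flow analysis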
M17LAP inhibition: P. falciparum M17LAP inhibitors, primary screen, biochemical, fluorogenic H-Leu-NHMec substrate, 1536-well (AID 1619); recombinant M17LAP, H-Leu-NHMec fluorogenic kinetic assay; higher % means a stronger effect; inhibition, % at 30 µM, or IC50 in µM where a hit was titrated; 220,000 tested, 0.38% active;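 active = compound inhibiting the enzyme by more than half at any dose during confirmatory dose-response retesting; inconclusive = strong single-dose inhibitors picked by rank but not retested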;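 note: plate controls were full reaction with DMSO carrier for no effect and no enzyme background for full effect; strong numbers were not always called active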
LYP phosphatase: inhibitors of LYP phosphatase, biochemical, fluorescence intensity, uHTS (AID 1779) | recombinant LYP phosphatase, fluorescence intensity; higher % means a stronger effect | inhibition, % at 11.5 µM; hits with a dose series show IC50 in µM | 290,000 tested, 0.054% active;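 note: plate controls were vehicle with enzyme for no effect and no enzyme for full effect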
M1AAP inhibition: P. falciparum M1AAP inhibitors, biochemical, fluorogenic H-Leu-NHMec substrate, 1536-well (AID 1445) | recombinant M1AAP, H-Leu-NHMec fluorogenic kinetic assay; higher % means a stronger effect | inhibition, % at 30 µM; hits with a dose series show IC50 in µM | 220,000 tested, 0.42% active;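 active = primary inhibition above the hit cutoff, then over 50% inhibition at one or more dose response concentrations, cut at about 23% in these data, passing the limit was not always enough; inconclusive = conflicting primary data, or primary hits not chosen for dose response; inactive = low primary inhibition, or under 50% at every dose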;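 note: plate controls were DMSO full reaction for no effect and no enzyme background for full effect; strong numbers were not always called active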
ER stress rescue: rescue of cells from ER stress-induced death, primary screen, 384-well, CSM14.1, thapsigargin, ATP luminescence (AID 1222); CSM14.1 thapsigargin-induced death rescue, ATP luminescence; higher % means a stronger effect; cellular ATP content (survival), % at 20 µM; hits with a dose series show EC50 in µM; 190,000 tested, under 10 active;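 active = EC50 below 50 µM in the dose-response confirmation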;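 note: death triggered by thapsigargin at about 15 µM added after 2 h compound pretreatment; cell ATP read after overnight thapsigargin exposure of roughly 18 to 22 hours; normalized against plate controls of thapsigargin alone and 5% DMSO vehicle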
Myeloid diff 2 GFP+ MAC1+ %: second read-out of Myeloid diff 2, no call of its own (marks repeat the call); GFP+ MAC1+ double positive, %; measured here: differentiation confirmed by MAC1 staining
Numbers without * were called inactive; i = inactive; u = inconclusive; x = no result given; + = active, no number. Cut-off read from the data, not from the text of the source, unless noted: active = inhibition above about 50%; inactive = the rest.

canonical_smiles | human PMI inhibitors | XIAP displacement | PMI inhibitors | TNAP activation fold | Myeloid diff 2 | Myeloid diff 2 GFP+ MAC1+ % | M17LAP inhibition | LYP phosphatase | M1AAP inhibition | ER stress rescue
COc1ccc(C(=O)N2CCCc3ccccc32)cc1 | 3% | -2.8% | 5% | 1.1 | i | 5.8 | 22% | -1% | 20% | x
O=C(NCc1ccc(F)cc1)C1CCCN1C(=O)NCc1ccccc1 (stereo not drawn) | 1% | 1.1% | 9% | 1.1 | i | 0.8 | 16% | -5% | 4% | -1.5%
CC(=O)c1cccc(Nc2c([N+](=O)[O-])c(=O)oc3ccccc23)c1 | x | x | x | x | i | 0.4 | -1% | -3% | 16% | x
O=C(OC1CCOC1=O)c1ccc(Cl)c(S(=O)(=O)N2CCCCC2)c1 (stereo not drawn) | 3% | -3.7% | 4% | 1 | i | 0.3 | -3% | -3% | 1% | 0.0%
Cc1cnn(-c2cc(N/N=C/c3ccc(F)cc3)ncn2)c1 | 0% | -0.2% | 4% | 1.1 | i | 0.7 | -7% | -9% | 0% | -3.3%
COCC(C)n1c(COc2ccccc2F)nnc1SCC(=O)c1c(N)n(C)c(=O)n(C)c1=O (stereo not drawn) | 6% | -6.7% | 3% | 1 | i | 0.8 | -2% | -1% | 3% | 0.0%
Cc1nn(Cc2ccc(F)cc2)c(C)c1NC(=O)c1nn(C)cc1Cl | 8% | -7.5% | 1% | 1.1 | i | 0.5 | 12% | -2% | -7% | -2.6%
O=C1CC(Sc2ncccc2C(=O)O)C(=O)N1 (stereo not drawn) | -3% | -0.3% | -6% | 1 | i | 1.3 | -8% | -4% | 2% | 0.2%
Cc1cc(=O)[nH]c(SCC(=O)NCC2CCCO2)n1 (stereo not drawn) | x | x | x | x | i | 0.1 | 5% | -9% | 0% | x
O=C(C1CCCCC1)N1CCCC(c2nc3c(nnn3Cc3ccccc3)c(=O)[nH]2)C1 (stereo not drawn) | 0% | -2.2% | 5% | 1 | i | 3.0 | 0% | -7% | -2% | -1.1%
Nn1c(SCC(=O)Nc2ccc3c(c2)OCO3)nnc1-c1ccncc1 | -6% | -3.1% | 0% | 1.1 | i | 0.6 | 17% | -3% | u | -1.8%
CCOC(=O)c1c(CN2CCC(C)CC2)oc2ccc(OC)cc12 | -6% | -2.3% | -3% | 1 | i | 2.7 | -1% | -14% | -6% | -1.4%
COc1ccc(-c2nnn(CCC(=O)O)n2)cc1 | 7% | -2.2% | 6% | 1 | i | 8.2 | -5% | -3% | 7% | 1.1%
O=C(CN1CCC(c2nc3ccccc3[nH]2)CC1)Nc1ccc2c(c1)OCO2 | -3% | -4.0% | 5% | 1.2 | i | 0.5 | -24% | -8% | 6% | 0.0%
Cc1cc(C)n2nc(C(=O)Nc3ccc4c(c3)OCO4)nc2n1 | 20% | -9.9% | 24% | 1.1 | i | 0.4 | 17% | 3% | 3% | x
Cc1cccc(-n2c(O)c(C=Nc3cc(O)ccc3C)c3ccccc3c2=O)n1 | 15% | -6.7% | 8% | 2 | i | 0.8 | 25% | -4% | 5% | 1.1%
Cc1cc(-n2c(C)cc(C(=O)CN3C(=O)NC4(CCCCC4)C3=O)c2C)no1 | 20% | 2.0% | 20% | 1.1 | i | 1.2 | -2% | -25% | 2% | -0.6%
CC1(C)CC(=O)C=C(NNC(=O)c2cccnc2)C1 | x | x | x | x | i | 0.2 | 11% | -4% | -1% | x
CC1CN(CCOc2ccc([N+](=O)[O-])cc2)CC(C)O1 (stereo not drawn) | -8% | -5.8% | -12% | 1.2 | i | 0.3 | 19% | -6% | 8% | -1.3%
NNC(=O)C(Cc1c[nH]c2ccccc12)NC(=O)c1ccccc1 (stereo not drawn) | x | x | x | x | i | 0.5 | 7% | -9% | 10% | x
CCNc1nc(OC)nc(N2CCC(Cc3ccccc3)CC2)n1 | -6% | 0.3% | 3% | 1.2 | i | 1.3 | 2% | -1% | 0% | -3.1%
Cc1cc(C)nc(Nc2nc(=O)c3ccccc3s2)n1 | -13% | 0.2% | -8% | 1.2 | i | 0.4 | -5% | -7% | 3% | 1.4%
Cc1ccc(-c2sc(-c3ccccc3)nc2CC(=O)Nc2ccccc2F)cc1 | 10% | -7.9% | 20% | 1 | i | 0.7 | 12% | -8% | -1% | 1.5%
COc1ccc(-c2nc(N)n(C(C)=O)n2)cc1 | 11% | -2.4% | 16% | 0.6 | x | x | -6% | 1% | -3% | -2.2%
CC(C)c1ccc(/C=C2\SC(N3CCOCC3)=NC2=O)cc1 | x | x | x | x | i | 0.2 | 31% | -7% | 11% | x
CCC(=O)NC(=S)NNC(=O)c1ccccc1[N+](=O)[O-] | 4% | -5.5% | 25% | 1.8 | i | 0.9 | 3% | -4% | -10% | -0.3%
COc1ccc(/C=N/c2oc(C)c(C)c2C#N)c(OC)c1 | 52%* | -6.9% | 17% | 1 | i | 0.2 | 4% | -9% | 6% | 0.3%
Cc1nn(CC(=O)Nc2nnc(C(C)C)s2)c(=O)c2ccccc12 | -18% | 15% | -4% | 1.1 | i | 0.3 | -2% | -6% | 3% | 2.4%
COc1ccc(C(=O)Nc2ccc(S(=O)(=O)N3CCCCC3C)cc2)c(OC)c1OC (stereo not drawn) | -3% | -5.3% | 0% | 0.9 | i | 15 | 4% | -2% | -3% | 0.2%
Cc1nc(SC2CC(=O)N(c3cc(Cl)cc(Cl)c3)C2=O)nc2c1CCCC2 (stereo not drawn) | 5% | -0.4% | 8% | 1.1 | i | 2.5 | -7% | -6% | 6% | -0.3%
CC(=O)Nc1ccc2c(c1)c1ccccc1n2C(C)=O | -1% | 19% | 1% | 1.1 | i | 0.4 | 1% | -8% | 3% | 0.7%
CNC(=O)CN(c1cccc2ccccc12)S(C)(=O)=O | 8% | -1.8% | 14% | 1.1 | i | 0.9 | 8% | -4% | 6% | -0.3%
CC(C)Oc1ccc(C2C(C#N)=C(N)Oc3c2oc(CO)cc3=O)cc1 (stereo not drawn) | 35% | -7.3% | 16% | 1 | i | 0.6 | 8% | -1% | 7% | 1.7%
COc1cc(-c2nc3ccccn3c2NCC2CCCO2)ccc1O (stereo not drawn) | 9% | -1.4% | 4% | 1.1 | i | 2.6 | -50% | -8% | 13% | 3.7%
COC(=O)C1=NN(c2ccccc2)C2(S1)SC(C(C)=O)=C(C)N2c1ccccc1 (stereo not drawn) | 5% | -5.9% | 9% | 1.1 | i | 0.8 | -2% | -3% | 13% | 16%
O=C1NC(=O)C2(COC(c3ccccc3Cl)OC2)S1 (stereo not drawn) | 10% | 1.1% | 16% | 1 | i | 0.5 | -81% | -6% | 1% | 1.0%
CCNC(=S)NC1CC2CCCC(C1)N2Cc1ccco1 (stereo not drawn) | 0% | -4.7% | 5% | 1.1 | i | 8.7 | -12% | -2% | 0% | -0.7%
CCCCCSc1nncc(=O)[nH]1 | -9% | 2.1% | -2% | 1.2 | + | 14* | -7% | 0% | 7% | 1.7%
C/C(=N\Nc1ccccn1)c1ccc(C#N)cc1 | 13% | -4.1% | 4% | 1 | i | 0.4 | 5% | -1% | 6% | -0.2%
COC(=O)c1c(NC(=O)/C=C/C(=O)O)sc(Cc2ccccc2)c1C | 0% | -5.5% | 6% | 0.9 | i | 2.1 | 48% | -6% | 17% | 1.9%
CC(C)CCNC(=O)COc1ccc2c(c1)C(=O)CC(C)(C)O2 | -2% | -1.5% | 2% | 1.1 | i | 0.7 | -247% | -12% | 15% | -0.4%
COCCCNC(=S)N1CCC(NC(=O)Nc2ccc(C)cc2)CC1 | 7% | -11% | 7% | 1.1 | i | 0.8 | -1% | -5% | 14% | 0.0%
COc1ccc(NC(=S)Nc2ccc3snnc3c2)cc1 | 54%* | -3.7% | 25% | 1 | i | 1.1 | 23% | -7% | 4% | -1.2%
C=CCn1c(N)c(C(=O)NCc2cccnc2)sc1=S | 4% | -1.0% | 5% | 1.2 | i | 0.8 | 27% | -9% | 6% | 2.0%
Cn1nc(C(F)(F)F)c(/C=N/OC(=O)c2ccccc2Cl)c1SCc1ccc(Cl)cc1 | 1% | -5.7% | 6% | 1.1 | i | 0.2 | -5% | 5% | -2% | -3.2%
O=C(CCc1nc(-c2ccccc2)no1)NCC1CCCO1 (stereo not drawn) | 12% | -1.1% | -2% | 1.1 | i | 0.4 | -3% | -8% | 3% | -2.2%
CCCCSc1nc(C)c(C(C)=O)cc1C#N | 9% | -2.6% | 7% | 1.1 | i | 1.4 | 5% | -11% | 6% | -0.5%
COc1cc(/C=C2\SC(=S)N(N3CCOCC3)C2=O)cc(OC)c1OC | 5% | -12% | 15% | 0.9 | i | 0.3 | 2% | -5% | 11% | -2.6%
O=S(=O)(Oc1ccccc1/C=N/n1cnnc1)c1ccccc1 | 43% | -1.0% | 20% | 1.1 | i | 0.4 | 14% | -2% | -1% | 0.0%
COc1ccc(-c2nc(C)ncc2-c2csc(C)n2)c(O)c1 | -23% | -2.9% | -33% | 1.1 | i | 0.6 | 5% | -3% | 1% | -3.8%

The list continues:
canonical_smiles | human PMI inhibitors | XIAP displacement | PMI inhibitors | TNAP activation fold | Myeloid diff 2 | Myeloid diff 2 GFP+ MAC1+ % | M17LAP inhibition | LYP phosphatase | M1AAP inhibition | ER stress rescue
CS(=O)(=O)N(CC(=O)N1CCN(c2ccccc2)CC1)C1CCCCC1 | 17% | -1.1% | 17% | 1.1 | i | 0.3 | 14% | -4% | 5% | -2.1%
COc1ccc(/C=N/NC(=O)c2ccoc2C)cc1OC | 2% | -4.3% | 2% | 1.1 | i | 0.1 | 33% | 0% | 5% | -0.9%
Cc1ccc(NC2=NC(c3ccc(O)cc3)n3c(nc(C)cc3=O)N2)cc1 (stereo not drawn) | 6% | -2.2% | 6% | 1.1 | i | 2.1 | -1% | -6% | 3% | 2.3%
COc1ccc(CNC(=O)C(=O)NCC(c2ccco2)N2CCOCC2)cc1 (stereo not drawn) | 2% | -7.5% | 6% | 1 | i | 0.1 | 2% | -11% | 3% | -2.0%
CCOC(=O)CSc1nnc(COc2cccc(C)c2)o1 | -5% | -1.7% | -4% | 1.2 | i | 0.3 | -5% | -5% | -1% | 1.3%
CCn1c(Cc2cccn2C)nnc1SCC(=O)c1ccc(C)cc1 | 4% | 1.9% | 3% | 1.2 | i | 1.3 | 45% | -1% | 5% | 0.1%
COC(=O)CSC1=C(C#N)C(=O)NC2(CCCCC2)S1 | 2% | -4.2% | 0% | 1 | i | 0.2 | 5% | 0% | 1% | 2.4%
CCc1ccccc1NC(=O)CSC1=C(C#N)C(c2ccc3c(c2)OCO3)C2=C(CCCC2=O)N1 (stereo not drawn) | -64% | -5.1% | -27% | 1 | i | 6.2 | 2% | 4% | 4% | 1.0%
O=C(NC1=NCCS1)NC12CC3CC(CC(C3)C1)C2 | 1% | -2.7% | 2% | 1.1 | i | 6.3 | 9% | -5% | -6% | -1.7%
COC(=O)c1sc(-c2ccccc2)cc1NC(=O)c1ccc(F)cc1 | 8% | 0.8% | 16% | 1 | i | 0.6 | -2% | -4% | -4% | 0.1%
CC(C)(C)C(=O)COc1ccccc1[N+](=O)[O-] | 8% | -5.1% | 4% | 1 | i | 1.4 | 3% | -2% | -1% | -2.8%
